# High-throughput results from PubChem.
# proKLK7 act – proKLK7 zymogen activators, primary screen, biochemical, fluorescence intensity; Kallikrein-7 (Homo sapiens), P49862; purified proKLK7, EDANS-DABCYL substrate fluorescence; 100% is mature enzyme control, 0% vehicle; activation, % at 7 µM; 370,000 compounds, 0.9% hits; AID 652039, 2013;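 active = activation above the mean of all tested compounds plus 3 SD, computed per campaign excluding outliers beyond control limits, cut at about 13% in these data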
# Target sequence (P49862 whole entry, looked up): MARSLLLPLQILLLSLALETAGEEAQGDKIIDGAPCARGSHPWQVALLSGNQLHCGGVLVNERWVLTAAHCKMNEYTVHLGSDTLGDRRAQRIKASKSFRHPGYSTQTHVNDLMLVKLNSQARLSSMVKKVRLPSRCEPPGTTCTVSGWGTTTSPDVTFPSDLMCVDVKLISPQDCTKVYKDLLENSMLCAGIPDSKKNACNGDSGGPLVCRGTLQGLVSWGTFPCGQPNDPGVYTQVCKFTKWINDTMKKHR
# hgDAF-12 ag – H. glycines DAF-12 receptor agonists, primary screen, cell-based, luminescence, HEK293, GAL4 fusion, UAS-luciferase; 370,000 compounds, 1.8% hits; activation, % at 6.8 µM; HEK293 GAL4-hgDAF12 UAS-luciferase reporter, agonist luminescence; normalized to butyrate control; Nuclear hormone receptor DAF-12 (Heterodera glycines), GAL4 fusion;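 active = activation above a cutoff set at the mean of all screened compounds plus 3 SD, cut at about 10% in these data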;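 also: 0% = DMSO wells and 100% = sodium butyrate wells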
# FXN GAA850 act – FXN promoter activators, primary screen, cell-based, luciferase luminescence, HEK293 lucGAA850 | HEK293 lucGAA850 FXN promoter luciferase reporter, 24 h; percent of 10 µM SAHA response | activation, % at 6 µM | 360,000 compounds, 0.56% hits | AID 540364, 2011;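 active = activation above the average of all compounds screened plus 3 SD, cutoff fixed separately per campaign, cut at about 7.5% in these data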;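 also: 0% = DMSO wells and 100% = 10 µM SAHA wells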
# sPLA2-III inh – human group III sPLA2 inhibitors, primary screen, biochemical, QFRET, BODIPY PC-A2 liposome substrate. Group 3 secretory phospholipase A2 (Homo sapiens), Q9NZ20. QFRET BODIPY PC-A2 liposome hydrolysis, fluorescence. inhibition, % at 12.2 µM. 370,000 compounds, 0.56% hits. AID 743126, 2013;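 active = inhibition above mean plus 3 SD of compounds lying within the high and low control bounds, cut at about 19% in these data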;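 also: 0% = median of test compound wells and 100% = no enzyme DMSO wells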
# Target sequence (Q9NZ20 whole entry, looked up): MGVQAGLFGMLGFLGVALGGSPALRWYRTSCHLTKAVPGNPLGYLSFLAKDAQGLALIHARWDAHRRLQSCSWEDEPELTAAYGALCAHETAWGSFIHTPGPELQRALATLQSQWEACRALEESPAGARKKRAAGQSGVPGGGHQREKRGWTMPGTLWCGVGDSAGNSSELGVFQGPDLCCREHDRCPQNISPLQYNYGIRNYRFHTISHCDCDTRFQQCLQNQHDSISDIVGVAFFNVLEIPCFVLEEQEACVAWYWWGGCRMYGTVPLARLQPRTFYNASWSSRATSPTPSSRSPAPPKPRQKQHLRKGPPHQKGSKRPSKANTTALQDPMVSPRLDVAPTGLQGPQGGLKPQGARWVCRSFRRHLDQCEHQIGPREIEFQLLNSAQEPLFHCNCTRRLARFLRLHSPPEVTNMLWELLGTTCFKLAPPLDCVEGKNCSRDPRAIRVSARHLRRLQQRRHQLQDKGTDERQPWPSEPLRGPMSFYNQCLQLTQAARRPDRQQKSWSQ
# SMARCA2 activ – SMARCA2 (BRM) function activators, primary screen, cell-based, luminescence, high throughput. activation, % at 9.1 µM. MG213 cells, MMTV-luciferase reporter, dexamethasone, overnight. 370,000 compounds, 1% hits; in the data active = activation above about 7.8%;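 also: 0% = vehicle wells and 100% = reference activator wells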
# GC-A act – GC-A stimulated cGMP production enhancers – HEK293 GC-A cells, cGMP TR-FRET, EC30 ANP, primary screen; activation, % at 10 µM; 370,000 compounds, 0.14% hits; 0% at EC30 ANP, 100% saturating ANP; Atrial natriuretic peptide receptor 1 (Homo sapiens), P16066; in the data active = activation above about 40%
# DAX1 inh-1 – DAX1 (NR0B1) inhibitors, primary screen, cell-based, HEK293, Gal4-DAX1, luciferase luminescence; HEK293 Gal4-DAX1 luciferase reporter; inhibition, % at 6.75 µM; 340,000 compounds, 0.99% hits; AID 504766, 2011;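 active = inhibition above the mean over all tested compounds plus 3 SD, cut at about 4.2% in these data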;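 also: 0% = DAX1-transfected cells with DMSO and 100% = empty-vector control cells with DMSO; inhibition shows as a rise in luminescence from relieved DAX1 repression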
# Target sequence (P51843 207-470 limits assumed): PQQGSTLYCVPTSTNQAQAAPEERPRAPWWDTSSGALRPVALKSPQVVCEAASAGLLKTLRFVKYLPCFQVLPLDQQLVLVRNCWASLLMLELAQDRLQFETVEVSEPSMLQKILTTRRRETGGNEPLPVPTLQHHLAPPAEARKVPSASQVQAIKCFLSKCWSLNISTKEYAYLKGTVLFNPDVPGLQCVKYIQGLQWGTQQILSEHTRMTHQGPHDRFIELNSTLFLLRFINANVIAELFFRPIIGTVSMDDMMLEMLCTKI
# DAX1 inh-2 – DAX1 (NR0B1) inhibitors on StAR promoter, primary screen, cell-based, luminescence, SF-1 (NR5A1), full-length DAX-1. HEK293T StAR-luciferase reporter, SF-1/DAX-1 repression relief. inhibition, % at 6.8 µM. 370,000 compounds, 1.1% hits. AID 652010, 2013;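 active = inhibition above the mean over all tested compounds plus 3 SD, cut at about 3.6% in these data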;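 also: 0% = DAX-1 cells with DMSO and 100% = cells lacking DAX-1 with DMSO; higher inhibition means more luminescence from relief of DAX-1 repression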
# hcDAF12 agonist – H. contortus DAF-12 nuclear receptor activators, primary screen, cell-based, luminescence, HEK293, lit1-tk-luc reporter; 370,000 compounds, 1.4% hits; HEK293 hcDAF-12 lit1-tk-luc reporter; 0% DMSO, 100% Δ7-dafachronic acid; activation, % at 6.8 µM;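 active = activation above the mean of all tested compounds plus 3 SD, cut at about 5.5% in these data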;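 also: 100% = response to 3 µM Δ7-dafachronic acid high control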
# ssDAF12 agonist – S. stercoralis DAF-12 nuclear receptor activators, primary screen, cell-based, luminescence, HEK293, GRIP1 co-expression, lit1-tk-luc | HEK293 ssDAF-12/GRIP1 lit1-tk-luc reporter; % of 3 µM dafachronic acid response | activation, % at 6.8 µM | 370,000 compounds, 1% hits | AID 652126, 2013;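 active = activation above the mean over all tested compounds plus 3 SD, cut at about 0.9% in these data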;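 also: 0% = DMSO-only wells and 100% = 3 µM delta7-dafachronic acid wells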
# NPR2 activator – human GC-B receptor activators, primary screen, HEK293 GC-B cells, cGMP TR-FRET, EC30 CNP | Atrial natriuretic peptide receptor 2 (Homo sapiens), P20594 | 0% at EC30 CNP, 100% saturating CNP | activation, % at 10 µM | 370,000 compounds, 0.11% hits | AID 1920062, 2024;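 active = activation at 10 µM reaching about 35% in either raw or pattern-adjusted values, limit read from the data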
# Active calls of the source: *; . = not tested or not shown.
SMILES	proKLK7 act	hgDAF-12 ag	FXN GAA850 act	sPLA2-III inh	SMARCA2 activ	GC-A act	DAX1 inh-1	DAX1 inh-2	hcDAF12 agonist	ssDAF12 agonist	NPR2 activator
Cc1ccc(NC(=O)CSc2n[nH]c(-c3cccnc3)n2)cc1Cl	-0.1	0.5	0.7	-10	2	-2	1.2	-0.5	-0.3	-1.4	-3
CCN(CC(=O)Nc1ccc(NC(C)=O)cc1)C(=O)CSc1nnc(-c2ccco2)n1CC	-0.4	-0.2	-2.3	4	-2	1	2.1	0.2	0.0	-0.6	3
CN(C(=O)CSc1nc(-c2ccccc2)cs1)C1CCS(=O)(=O)C1 (stereo unspecified)	0.0	1.3	3.3	-5	-4	-1	0.2	0.0	2.2	-0.2	-5
Cc1ccc2cc(C#N)c(N3CCCN(S(=O)(=O)c4ccc(F)cc4)CC3)nc2c1	-1.3	1.7	1.7	-12	6	-6	1.0	0.3	-0.7	-1.0	0
c1ccc(Cc2nnc3sc(-c4ccc5c(c4)OCO5)nn23)cc1	-0.2	1.6	-1.9	5	-2	1	0.7	-0.4	1.9	-1.0	0
CC1(C)OC(C)(C)/C(=C\c2ccccc2[N+](=O)[O-])C1=O	-0.1	1.2	-0.4	1	-2	5	0.8	-0.2	-1.7	-0.9	1
CCc1cc2c(-c3ccccc3)cc(=O)oc2cc1OC(=O)c1cccs1	-0.2	-2.1	-0.3	5	-4	4	-0.5	1.0	-0.7	-1.2	1
CC(=O)c1ccc(S(=O)(=O)N2CCN(CC(=O)Nc3ccc(Cl)c([N+](=O)[O-])c3)CC2)cc1	0.0	-2.4	-2.2	-15	3	-7	-0.2	-1.1	-1.4	-0.9	-5
CCC(C)c1ccccc1NC(=O)COC(=O)C1=COCCO1 (stereo unspecified)	0.0	2.8	0.8	1	0	3	0.3	-0.5	0.5	-1.0	1
Cc1cc(Cl)ccc1OCCCC(=O)N1CCN(S(=O)(=O)c2ccccc2)CC1	1.0	-3.3	0.1	-15	-3	-4	-0.1	-1.5	-4.2	-1.6	-9

# Reformatted with each value named: entries from further up.
> Cc1ccc(NC(=O)CSc2n[nH]c(-c3cccnc3)n2)cc1Cl
  proKLK7 act: -0.1
  hgDAF-12 ag: 0.5
  FXN GAA850 act: 0.7
  sPLA2-III inh: -10
  SMARCA2 activ: 2
  GC-A act: -2
  DAX1 inh-1: 1.2
  DAX1 inh-2: -0.5
  hcDAF12 agonist: -0.3
  ssDAF12 agonist: -1.4
  NPR2 activator: -3

> CCN(CC(=O)Nc1ccc(NC(C)=O)cc1)C(=O)CSc1nnc(-c2ccco2)n1CC
  proKLK7 act: -0.4
  hgDAF-12 ag: -0.2
  FXN GAA850 act: -2.3
  sPLA2-III inh: 4
  SMARCA2 activ: -2
  GC-A act: 1
  DAX1 inh-1: 2.1
  DAX1 inh-2: 0.2
  hcDAF12 agonist: 0.0
  ssDAF12 agonist: -0.6
  NPR2 activator: 3

> CN(C(=O)CSc1nc(-c2ccccc2)cs1)C1CCS(=O)(=O)C1 (stereo unspecified)
  proKLK7 act: 0.0
  hgDAF-12 ag: 1.3
  FXN GAA850 act: 3.3
  sPLA2-III inh: -5
  SMARCA2 activ: -4
  GC-A act: -1
  DAX1 inh-1: 0.2
  DAX1 inh-2: 0.0
  hcDAF12 agonist: 2.2
  ssDAF12 agonist: -0.2
  NPR2 activator: -5

# (further entries)
SMILES	proKLK7 act	hgDAF-12 ag	FXN GAA850 act	sPLA2-III inh	SMARCA2 activ	GC-A act	DAX1 inh-1	DAX1 inh-2	hcDAF12 agonist	ssDAF12 agonist	NPR2 activator
Cc1cc(SCC(=O)c2ccccc2)nc(=O)[nH]1	-0.1	5.6	3.2	-6	2	3	1.9	1.6	5.5	-0.2	-1
CC(C)c1ccc(NC(=O)Nc2nc(C(N)c3ccccc3)cs2)cc1 (stereo unspecified)	-1.0	1.1	-1.1	17	-5	-20	.	-1.1	0.2	0.3	-19
CCOC(=O)C1=NNC(C(=O)OCC)C1c1ccccc1 (stereo unspecified)	0.2	-1.8	1.0	1	-3	-3	0.8	-0.2	-1.0	-1.1	4
CC[C@H](C)[C@H](NC(=O)OCc1ccccc1)C(=O)Nc1ccc(NC(C)=O)cc1	-0.2	-2.1	0.8	5	-2	-1	1.2	0.2	-1.1	-1.1	1
O=S(=O)(Nc1cccc(-n2cnnn2)c1)c1ccccc1	-0.2	-0.7	0.6	-3	-2	2	1.0	-0.2	-0.9	-1.5	3
COc1ccc(O)c(C(=O)CC(=O)c2ccccc2C)c1	-5.1	23*	2.8	-11	2	3	4.8*	1.2	2.5	-0.5	1
COCCNC(=O)C1(C)CCCN(C(=O)c2ccccc2OC)C1 (stereo unspecified)	0.0	1.8	-1.9	1	-1	1	.	-0.4	1.2	-1.0	-3
OC1(c2ccc(Cl)c(Cl)c2)C[n+]2ccccc2N1Cc1ccccc1 (stereo unspecified)	2.2	-0.1	-4.2	0	-1	-29	0.5	0.0	-2.7	-1.3	-21
CCCn1c(N)c(C(=O)CSc2nncs2)c(=O)[nH]c1=O	0.3	-2.0	0.7	-1	3	2	-0.7	-1.0	0.9	-1.3	-2
CC(=O)Nc1ccc(S(=O)(=O)NC(C(=O)O)C2=CCC=CC2)cc1 (stereo unspecified)	0.2	0.2	2.4	0	0	-2	0.2	1.1	3.0	-1.5	2
CCOC(=O)COc1ccc(S(=O)(=O)N2CCN(c3ccc(F)cc3)CC2)cc1	0.3	-1.4	0.9	-5	2	-3	-0.9	-1.1	-1.5	-1.4	-3
Cn1nc(-c2ccc(C(=O)NC3CCCCC3)cc2)c2ccccc2c1=O	0.4	0.2	0.6	-2	0	-5	3.5	-0.5	-0.6	-1.4	-3
COC(=O)CN(c1ccc(OCc2ccccc2)cc1)S(C)(=O)=O	0.1	-1.4	0.0	-1	-3	3	0.5	-0.8	-2.2	-0.8	-1
O=C(C1CC(c2ccc(F)cc2)=NO1)N1CCCCC1 (stereo unspecified)	-0.4	6.7	4.5	3	6	2	2.2	1.6	1.4	-1.0	2
O=C(Nc1ccc(SC(F)F)cc1)C1=CC=CN2CCS(=O)(=O)N=C12	-0.1	2.8	3.5	-2	-1	9	0.5	0.5	-1.1	-0.7	1
O=C(Nc1ccccc1F)c1cc(S(=O)(=O)N2CCOCC2)cs1	0.4	-2.1	0.3	7	-3	-1	-0.1	-1.4	2.9	-1.1	0
COc1ccc(N(C(C)C(=O)NC2CCCCCC2)S(C)(=O)=O)cc1 (stereo unspecified)	0.1	-1.4	-0.9	1	1	-2	3.4	0.4	-1.7	-0.8	6
C=CCN(c1ccccc1)S(=O)(=O)c1cc(C(=O)NC2=NCCS2)ccc1Cl	-0.1	-4.8	-0.3	-15	-5	-2	-0.5	0.5	0.0	-1.6	-2
C[C@H]1COC(=O)[C@@H](Cc2ccc(F)cc2)C/C=C\C[C@H](CC(=O)N(CCO)Cc2ccccc2)C(=O)N1	-0.3	1.2	0.1	-7	0	1	-0.5	-0.2	-1.7	-1.1	0
CCC(C(=O)OCC(=O)Nc1cc(Cl)cc(Cl)c1)c1ccccc1 (stereo unspecified)	0.4	1.5	-5.8	-26	-3	0	-1.4	-0.2	0.6	-1.0	-11
O=C(/C=C/c1ccccc1)CCN1CCOCC1	-0.4	-1.6	3.1	4	1	16	1.2	-0.3	0.2	-0.5	10
O=C(O)c1cccc(Cn2c(Cl)c(/C=N/NC(=O)c3cc4ccccc4cc3O)sc2=O)c1	0.0	-1.6	-0.5	-15	-1	-2	0.4	0.7	-1.6	-1.5	-6
CC1=NN(c2ccccc2)C(=O)C1/C=C1\NC(=S)NC1=O (stereo unspecified)	0.4	-0.6	1.8	1	-3	-13	-1.1	0.6	0.3	-1.7	-2
CCOc1ccc(C(=O)NCc2ccccc2)cc1Br	0.0	1.5	0.5	-2	2	2	-1.3	-0.8	-1.8	-1.6	-4
Cc1nc2ccccc2c(=O)n1/N=C/c1c(O)ccc2oc3c(c12)CCCC3	-0.1	0.8	0.3	6	0	-4	1.0	0.1	-0.5	-0.8	5
CCN(CCNC(=O)C1CCN(Cc2nc(-c3ccc(Cl)cc3)oc2C)CC1)c1ccccc1	0.4	-3.1	1.3	-18	-1	-15	-0.7	-0.7	-2.6	-0.9	-14
COC(=O)c1cnc(N2CCCN(S(=O)(=O)c3ccc(C(F)(F)F)cc3)CC2)nc1C(F)(F)F	-0.1	-0.8	1.9	4	3	-6	-1.5	-0.1	0.0	-0.7	7
CCCCS(=O)(=O)/C=C\C1C2C=CC(C2)C1S(=O)(=O)CCCC (stereo unspecified)	0.8	-0.9	0.0	1	1	2	0.3	0.0	-2.0	-1.0	1
Cc1nc(-c2ccc(S(=O)(=O)Nc3ccc(Br)cc3F)cc2)co1	0.2	-1.1	-0.6	-30	0	5	-0.1	0.0	0.9	-0.5	2
O=C(Nc1ccc(Cl)c(Cl)c1)N[C@@H]1CC[C@@H](CCn2cc(C3CCCCC3)nn2)O[C@@H]1CO	0.4	0.1	.	7	-5	-1	.	-1.9	-0.6	-0.6	-1
O=C(O)Cn1cnc2sc3c(c2c1=O)CCCC3	-0.6	1.7	1.1	5	0	5	-0.2	0.0	1.2	-1.0	2
S=C(Nc1ccc(Cl)cc1)c1sc(N2CCCCC2)nc1N1CCOCC1	0.6	1.7	0.6	6	-1	-4	0.6	-0.2	1.4	-1.9	1
O=C(NCC1CCCO1)C(=O)c1c[nH]c2ccccc12 (stereo unspecified)	0.5	3.8	2.8	-3	2	1	1.0	0.2	1.1	-0.8	-3
CC1(c2ccc3ccccc3c2)NC(=O)N(CC(=O)NCc2cccs2)C1=O (stereo unspecified)	0.3	-0.3	0.1	-7	9.6*	4	0.6	0.3	-1.6	-1.3	-3
CC1CCN(CC(C)OC(=O)c2ccco2)CC1 (stereo unspecified)	-0.5	2.2	0.3	2	-1	2	1.0	0.5	0.3	-0.9	3
COc1ccc(N2CCN(C(=O)CSc3nnnn3C3CC3)CC2)cc1	0.4	1.7	-1.4	6	0	0	-0.6	-1.9	-1.1	-1.7	-1
CSC(=S)N/N=C/c1ccc(N(C)C)cc1	-0.3	1.4	2.5	10	0	-1	-1.5	1.2	1.9	-1.1	6
CCOC(=O)c1ccccc1NC(=O)COC(=O)c1c(CC)noc1C	-0.7	-2.6	1.4	3	-2	-8	1.3	-1.4	-1.2	-1.6	-3
